Compound activity from PubChem BioAssay.
GLS inhibitor = inhibitors of human glutaminase (GLS); 410,000 compounds, 0.21% hits; GLS enzymatic activity, qHTS titration; Potency, µM (top dose mostly 45.5 µM), inactives show at the highest dose activity change, negative = inhibition, usual class: inhibitors; further: potency means the concentration at half of the fitted maximal effect; on the % scale 0 is the no-effect control and ±100 the full control effect
Target sequence (O94925 whole entry, looked up): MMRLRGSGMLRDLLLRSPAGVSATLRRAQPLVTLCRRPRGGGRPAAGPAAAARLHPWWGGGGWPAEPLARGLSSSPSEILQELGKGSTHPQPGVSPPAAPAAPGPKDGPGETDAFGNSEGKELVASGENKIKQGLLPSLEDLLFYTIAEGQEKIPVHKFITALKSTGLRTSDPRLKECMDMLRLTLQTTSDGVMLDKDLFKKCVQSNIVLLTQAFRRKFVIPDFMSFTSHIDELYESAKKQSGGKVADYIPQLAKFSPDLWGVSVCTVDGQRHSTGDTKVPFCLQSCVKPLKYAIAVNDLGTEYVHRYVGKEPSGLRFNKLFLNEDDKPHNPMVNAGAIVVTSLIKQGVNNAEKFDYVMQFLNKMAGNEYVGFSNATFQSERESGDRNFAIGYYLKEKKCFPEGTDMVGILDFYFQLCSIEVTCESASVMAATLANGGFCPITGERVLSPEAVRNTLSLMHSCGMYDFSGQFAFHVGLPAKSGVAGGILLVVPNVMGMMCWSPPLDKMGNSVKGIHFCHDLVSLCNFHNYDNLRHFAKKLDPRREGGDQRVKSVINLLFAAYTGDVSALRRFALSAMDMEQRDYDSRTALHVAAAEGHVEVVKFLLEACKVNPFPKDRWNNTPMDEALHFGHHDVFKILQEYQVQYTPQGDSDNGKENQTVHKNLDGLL
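Human kidney-isoform GLS in 45 mM KH2PO4 pH 8.2, 0.02% Tween-20, with compound, started with 1mM L-Glutamine (added stock). Glutamate oxidase/HRP/Amplex red coupled fluorescence read at start and after 30 min at RT.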
USP1 inh = USP1/UAF1 (human) deubiquitinase inhibition | O94782 | recombinant USP1/UAF1, Ub-Rhodamine cleavage fluorescence | Potency, µM (top dose mostly 57.1 µM), inactives show top-dose activity change, negative = inhibition, actives largely listed as inhibitors | 390,000 compounds, 0.23% hits; further: potency means the concentration at half of the fitted maximal effect; on the % scale 0 is the no-effect control and ±100 the full control effect; nearly all actives have a fitted effect of over 60% in size; inactives centre near -12
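1 nM enzyme complex + cpd, 15 min RT; start with Ub-Rho 150nM final; kinetic fluorescence ex 480/em 540, 6 reads q60 s. Buffer 50mM HEPES pH 7.8, 0.5mM EDTA, 0.1 mg/ml BSA, 1mM TCEP, 0.01% Tween-20.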
TrxR1 substrate = substrates of rat thioredoxin reductase 1; O89049; 390,000 compounds, 0.01% hits; AID 588456; Potency, µM (series often up to 114 µM), for inactives: at the top dose activity change, negative = substrate turnover; purified TrxR1 substrate turnover, NADPH consumption readout; further: potency means the concentration at half of the fitted maximal effect; on the % scale 0 is the no-effect control and ±100 the full control effect; nearly all actives have a fitted effect of over 50% in size
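Rat TrxR1, dispensed at 90 nM, was prereduced with 400 uM NADPH (final) for 5 min at ~22 deg C, then incubated with compound 15 min before 400 uM selenite. A first-read NADPH fluorescence drop versus no-compound background flagged substrates.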
Tb PGK inh = T. brucei PGK inhibition. P07378. PGK/GAPDH coupled, Kinase-Glo luminescence, 60 min. Potency, µM (doses to about 57.5 µM), without a hit: at the top dose activity change, negative = inhibition, actives largely listed as inhibitors. 380,000 compounds, 0.043% hits. AID 602233; further: potency means the concentration at half of the fitted maximal effect; on the % scale 0 is the no-effect control and ±100 the full control effect; nearly all actives have a fitted effect of over 60% in size
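Luminescent ATP detection (Kinase-Glo Plus) follows a 60-minute room-temperature incubation, with wells lacking PGK as controls. Buffer: 100 mM TEA (pH 7.6), 5 mM MgCl2, 0.01% Tween-20. Coupling enzyme GAPDH (100 nM final) supplies unstable 1,3-BPG in-well.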
PI4K2A inh = PI4K2A (human) kinase inhibition | AID 1346378 | 420,000 compounds, 0.13% hits | purified PI4K2A, ADP-Glo luminescence, 1 h; stronger effect = lower value | activity change, negative = inhibition, % at 76.9 µM | Q9BTU6; in the data active means activity change below about -50%; inconclusive means mostly about -30% to -49%;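 further: -100% = wells without enzyme as full effect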
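Compounds are screened against recombinant PI4K2A using PI as substrate and ATP, the latter dispensed at 300 microM. Reactions run one hour at ambient temperature before ADP-Glo detection; full inhibition defined by wells lacking enzyme.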
mIDH1 inhibitor = inhibitors of human mutant IDH1 R132H; 390,000 compounds, 0.093% hits; O75874; Potency, µM (titrated, usually from 76.6 µM), without a hit: top-dose activity change, negative = inhibition, usual class: inhibitors; AID 602179; IDH1-R132H enzyme, NADPH consumption, diaphorase/resazurin fluorescence; further: potency means the concentration at half of the fitted maximal effect; on the % scale 0 is the no-effect control and ±100 the full control effect; nearly all actives have a fitted effect of over 65% in size
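IDH1-R132H (0.5 ug/mL) preincubated 30 min with compound, then NADPH (0.016 mM) and alpha-KG (2 mM) added; 80 min at RT, pH 7.5. Remaining NADPH coupled via diaphorase/resazurin to fluorescence (540/590 nm); concentration-response curves normalized to no-enzyme control.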
TrxR1 inh = rat TrxR1 inhibition | 390,000 compounds, 1% hits | recombinant rTrxR1, NADPH fluorescence consumption, selenite substrate | Potency, µM (highest dose often 114 µM), without a hit: at the highest dose activity change, negative = inhibition, usual class: inhibitors | O89049; further: potency means the concentration at half of the fitted maximal effect; on the % scale 0 is the no-effect control and ±100 the full control effect; nearly all actives have a fitted effect of over 65% in size
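Rat TrxR1 (90 nM in the dispensed reagent) was pre-reduced with 400 uM NADPH for 5 min at room temperature, then incubated with compound for 15 min. After 400 uM selenite was added, NADPH fluorescence (Ex 340/Em 450 nm) was followed for 8 min.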
Pin1 inhibitor = human Pin1 inhibition; Pin1 FP peptide displacement, HiFluor488, 10 min; Potency, µM (series often up to 115 µM), inactives show at the highest dose activity, negative = inhibition, actives largely listed as inhibitors; 390,000 compounds, 0.009% hits; active means well fitted inhibition curve with a large enough effect in the polarisation, with a control signal flat, not every such curve was filed as active; inconclusive means small, poorly fitted or top-dose-only effect, or effect the other way, or a change in a side signal; inactive means no such curve, though single readings can be large or run the other way; the % refers to the polarisation; further: potency means the concentration at half of the fitted maximal effect; on the % scale 0 is the no-effect control and ±100 the full control effect
Target sequence (Q13526 whole entry, looked up): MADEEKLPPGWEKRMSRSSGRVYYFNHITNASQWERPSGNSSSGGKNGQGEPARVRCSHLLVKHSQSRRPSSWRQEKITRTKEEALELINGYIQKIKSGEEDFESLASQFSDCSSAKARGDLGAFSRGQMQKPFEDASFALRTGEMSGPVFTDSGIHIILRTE
HP1b chromo inh = HP1-beta chromodomain-methylated histone interaction inhibition; AlphaScreen HP1-beta / biotin-H3K9me3 peptide binding; AID 540317; 390,000 compounds, 0.56% hits; P83916; Potency, µM (highest dose often 114 µM), for the others: at the highest dose activity change, negative = inhibition, most hits filed as inhibitors; further: potency means the concentration at half of the fitted maximal effect; nearly all actives have a fitted effect of over 70% in size; inactives centre near 23
Target sequence (P83916 whole entry, looked up): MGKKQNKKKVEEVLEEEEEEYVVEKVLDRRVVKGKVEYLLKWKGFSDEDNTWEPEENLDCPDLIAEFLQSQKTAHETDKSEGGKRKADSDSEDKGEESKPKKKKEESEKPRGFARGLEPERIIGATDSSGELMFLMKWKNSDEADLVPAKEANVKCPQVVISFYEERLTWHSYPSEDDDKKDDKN
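Compound inhibition of the preformed complex between 50 nM HP1-beta and 50 nM biotinylated H3K9me3 peptide was read by AlphaScreen. Buffer was PBS pH 7.4 with 0.01% Tween-20. Incubations ran 30 min at room temperature, with 10 ug/mL donor/acceptor beads.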
The depositor's hits bear a star; i = inactive; u = inconclusive; x = no result given; & = joins results of further samples; [ ] = dose if it differs, or a comment. Unless noted, the call rests on the fitted dose curve; in most records, active means well fitted curve in the direction sought with a large enough effect; inconclusive means small, poorly fitted or top-dose-only effect, or another doubt; inactive means no such curve, though single readings can be large; an effect the other way counts as inactive or inconclusive. This is a subset, so the mix of outcomes need not match the whole.

no.	compound	HP1b chromo inh	USP1 inh	Tb PGK inh	mIDH1 inhibitor	TrxR1 inh	PI4K2A inh	GLS inhibitor	TrxR1 substrate	Pin1 inhibitor
1	Cc1cc(C=O)c(C)n1C(C)C	9%	-17%	i	9%	29%[57.1 µM]	1	-13%	-8%[57.1 µM]	-6%
2	O=[N+]([O-])c1ccc(N2CC2)c([N+](=O)[O-])c1	12%	u	i	-6%	1%	8	-13%	-14%	-1%
3	CN(C)CCN=Cc1c(O)n(Cc2ccc3c(c2)OCO3)c(=S)[nH]c1=O	32%	-20%	-2%	-15%	-21%	-1	2%	-8%	0%
4	CC(C)c1oc(=O)cc2c1[C@@H](O)[C@H]1OC(=O)[C@@]3(C)CC[C@@H](O)[C@@]2(C)C13 (stereo partly drawn)	55%[activator]	4%	-5%	-8%	-9%[57.1 µM]	0	6%	-1%[57.1 µM]	-3%
5	CCCCn1c(=O)c(C(=O)Nc2ccccc2C)c(O)c2ccccc21	80%[activator]	-4%	3%	2%	5%[57.1 µM]	-1	3%	8%[2.29 µM]	3%
6	COc1ccc2nc(NC(=O)CCNS(=O)(=O)c3ccc4c(c3)oc(=O)n4C)sc2c1	19%	-11%	i	5%	-13%	1	-11%	-9%	21%
7	CC(=O)OC1(c2ccccc2)CCN(C)C(C)C1C (stereo not drawn)	30%	-14%	1%	-1%	-3%	0	-4%	-5%	4%
8	C[C@]12CC[C@@H](O)C[C@@H]1CC[C@@H]1[C@@H]2CC[C@]2(C)[C@@H](O)CC[C@@H]12	24%	-14%	-1%	-6%	28%	5	-1%	3%	12%
9	Cc1ccc(-c2nc3c(=O)n(C)c(=O)nc-3n(C)n2)cc1	6%[57 µM]	x	x	x	11µM*	x	x	13µM*	0%
10	N#CC1=C(N)Oc2n[nH]c(-c3cccs3)c2C1c1ccco1 (stereo not drawn)	-4%	u	-10%	15%	u	-20	3%	-6%	u
11	Cc1oc(-c2ccc(Cl)cc2)nc1CN1C(=O)CN=C(c2ccccc2)c2ccccc21	-6%	-4%	3%	-14%	9%	0	6%	5%	-9%
12	CN(C)c1ccc(CCN2CCOCC2)cc1	14%	-21%	i	-15%	-1%	1	35%[activator]	-3%	8%
13	COC(=O)C1=C(c2cccc(C#N)c2)C[C@@H]2CC[C@H]1N2C(=O)N1CCc2cc(OC)c(OC)cc2C1	7%	u	9%	2%	5%	2	7%	1%	4%
14	O=C(CCC1CCCC1)c1c(O)c2ccccc2oc1=O	46%[activator]	-24%	-7%	10%	3%[57.1 µM]	-1	4%	7%[57.1 µM]	-4%
15	Cc1noc(C)c1CSCC(=O)Nc1ccc(C#N)c(Cl)c1	48%[activator]	-17%	i	11%	8%	-5	0%	-8%	-9%
16	O=C(COc1ccc(Cl)cc1)Nc1ccc(Cl)cc1C(=O)c1ccccc1	13%	6%	-1%	-7%	12%	-10	2%	0%	-1%
17	COc1ccc(CNC(=O)C2CCN(C(=O)c3cnn(-c4ccccc4)c3-n3cccc3)CC2)cc1	40%[activator]	4%	2%	0%	-2%	-13	-5%	0%	5%
18	COc1ccc(-c2cc(=O)c3cc(OCC(=O)OC(C)C)ccc3o2)cc1	81%[activator]	-19%	-7%	0%	25%	-1	-1%	173%[activator]	7%
19	C=CCN1C(=O)NC(=O)/C(=C/C=C/c2ccccc2)C1=O	u	1%	1%	-2%	u	-8	-13%	10%[57.1 µM]	u
20	Cc1ccccc1CN1C(=O)C(C)N=C(c2ccccc2)c2ccccc21 (stereo not drawn)	9%	-32%	i	-12%	19%[57.1 µM]	-2	1%	2%[57.1 µM]	0%
21	N#CC[N+]1(CCCNP2(=O)C=C(c3ccccc3)OC(c3ccccc3)=C2)CCOCC1	16%	3%	-5%	2%	-3%	-2	5%	-11%	8%
22	CC(C)COP(=O)(c1ccc(N(C)C)cc1)C(Nc1ccccc1)c1ccccc1 (stereo not drawn)	48%[activator]	-20%	i	3%	-1%	-1	4%	-4%	1%
23	COc1cccc(CN2CCN(C(=O)COc3ccc4ccccc4c3)CC2)c1	10%	-27%	i	7%	10%[57.1 µM]	1	-4%	-6%[57.1 µM]	-1%
24	Cc1cccc(-n2c(O)c(/C=C3/C(c4ccccc4)=Nc4ccccc43)c(=O)[nH]c2=O)c1	-10%	u	-9%	4%	-27%	-11	-3%	-5%	32%[activator]

Two entries from above, screen by screen.
23. COc1cccc(CN2CCN(C(=O)COc3ccc4ccccc4c3)CC2)c1
21. N#CC[N+]1(CCCNP2(=O)C=C(c3ccccc3)OC(c3ccccc3)=C2)CCOCC1

| compound no. | 23 | 21 |
| --- | --- | --- |
| HP1b chromo inh | 10% | 16% |
| USP1 inh | -27% | 3% |
| Tb PGK inh | i | -5% |
| mIDH1 inhibitor | 7% | 2% |
| TrxR1 inh | 10%[57.1 µM] | -3% |
| PI4K2A inh | 1 | -2 |
| GLS inhibitor | -4% | 5% |
| TrxR1 substrate | -6%[57.1 µM] | -11% |
| Pin1 inhibitor | -1% | 8% |

Carrying on:
no.	compound	HP1b chromo inh	USP1 inh	Tb PGK inh	mIDH1 inhibitor	TrxR1 inh	PI4K2A inh	GLS inhibitor	TrxR1 substrate	Pin1 inhibitor
25	O=[N+]([O-])c1cc(F)c(N2CCCC2)cc1Br	-17%	-10%	-1%	-10%	u	1	4%	-17%	-2%
26	CC1CC2(C)C(CCC3C2CCC2(C)C(OP(=O)(N4CC4)N4CC4)CCC32)CC1=O (stereo not drawn)	23%	-24%	-2%	0%	9%[11.4 µM]	-2	3%	14%[57.1 µM]	-6%
27	CC(C)OP(=O)(OC(C)C)C(O)c1cccnc1 (stereo not drawn)	28%	-14%	1%	0%	-5%	4	2%	-8%	-3%
28	CCOC(=O)C(O)(c1ccc(NC(=O)NC2CCCCC2)cc1)C(F)(F)F (stereo not drawn)	18%	-6%	-5%	-4%	16%	5	-8%	-8%	2%
29	COc1ccc(/C=N/NC(=O)c2cccc([N+](=O)[O-])c2)cc1OC	43%[activator]	-9%	-10%	-1%	9%	4	0%	-3%	u
30	COC(=O)C1=C(c2cccc3c2S(=O)(=O)c2ccccc2-3)C[C@@H]2CC[C@H]1N2C(=O)N1CCc2cc(OC)c(OC)cc2C1	16%	-3%	-1%	4%	11%	1	-1%	-1%	5%
31	Cc1nc2cc(-c3ccccc3)nn2c(C)c1CCC(=O)N1CCC2(CC1)OCCO2	6%	-12%	i	9%	-12%	-7	-11%	9%	1%
32	C[C@]12CC[C@H]3[C@@H](CC[C@]4(O)C[C@@H](O)CC[C@]34C=O)[C@@]1(O)CC[C@@H]2C1=CC(=O)OC1	59%[activator]	-37%	i	10%	8%	1	-5%	0%	-1%
33	O=C(c1cc2ccccn2n1)N1CCN(Cc2ccccc2)CC1	43%[activator]	-19%	-3%	9%	3%[57.1 µM]	-2	-7%	7%	2%
34	O=c1[nH]c(=O)n(-c2ccc(Br)cc2)c(O)c1C=NCCN1CCCCC1	12%	-6%	-3%	-4%	24%[57.1 µM]	0	-9%	4%[57.1 µM]	13%
35	CC1(C)CC2CC(C)(CN2S(=O)(=O)c2cccc(C(=O)OCC(=O)NC(N)=O)c2)C1 (stereo not drawn)	68%[activator]	-19%	-8%	1%	u	-1	1%	2%[57.1 µM]	-3%
36	NC(=O)OCCCc1ccccc1	14%	-15%	-2%	14%	7%	-1&-2	-7%&-15%	1%	2%
37	COc1cccc(C2(O)CCSCC2CN(C)C)c1 (stereo not drawn)	20%	-15%	-5%	2%	9%	1	12%	4%	-1%
38	CN(Cc1ccccc1)C1CCCN(C(=O)COc2ccccc2Cl)C1 (stereo not drawn)	20%	-12%	-3%	4%	-6%	0	-3%	-9%	3%
39	CC[N+](CC)(CC#CCO)CC#Cc1ccccc1	40%	-3%	-4%	3%	0%	-3	3%	5%	13%
40	N#Cc1c(/N=C/c2ccc(O)cc2O)sc2c1C1CCN2CC1	4%	u	3%	2%	-15%	0	0%	-11%	u
41	Cc1cccc(NC(=O)N2CCCC2)c1	16%	-7%	x	4%	26%	5	-2%	-1%	1%
42	Cc1nc2ccc(Cl)cn2c1P(=S)(N1CCOCC1)N1CCOCC1	26%	-6%	-5%	-3%	-10%	1	-2%	-14%	9%
43	CC1COC2N=C(N[N+](=O)[O-])NC2O1 (stereo not drawn)	24%	-13%	-4%	4%	-1%[57.1 µM]	3	-2%	-4%[57.1 µM]	0%
44	COc1cc(N2CCOCC2)ccc1/C=C1\C(=O)NC(=O)N(Cc2cccs2)C1=O	20%	-18%	-6%	4%	-4%[57.1 µM]	-17	63%[activator]	-1%[57.1 µM]	40%[activator]
45	O=C(O)C1C(C(=O)O)C2(Cl)C(Cl)=C(Cl)C1(Cl)C2(Cl)Cl (stereo not drawn)	52%[activator]	-19%	-12%	9%	23%	-1	65%[activator]	7%	-13%
46	O=C(N=Nc1c(O)[nH]c(=O)[nH]c1=O)C1COc2cc3ccccc3cc2O1 (stereo not drawn)	-16%	-19%	-6%	0%	19%[57.1 µM]	-20	4%	1%[57.1 µM]	-2%
47	Cn1nc(-c2ccc(C(=O)Nc3ccc(OC(F)(F)F)cc3)cc2)c2ccccc2c1=O	45%[activator]	u	i	-14%	8%[57.1 µM]	1	-13%	0%[57.1 µM]	0%
48	COc1ccccc1CCNC1CCC(C(C)(C)C)CC1 (stereo not drawn)	5%	-11%	0%	-5%	-4%[57.1 µM]	8	-2%	5%[57.1 µM]	0%
